hERG WT inh: blocks the wildtype human KCNH2 potassium channel. Q12809. U2OS, BacMam KCNH2, thallium flux FluxOr; hits give low values. activity change, % at 1.84 µM. 340,000 compounds, 0.37% hits. AID 720551;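 active means maximum activity change below -70%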; further: on the % scale 0 is the no-effect control and ±100 the full control effect
Target sequence (Q12809 whole entry, looked up): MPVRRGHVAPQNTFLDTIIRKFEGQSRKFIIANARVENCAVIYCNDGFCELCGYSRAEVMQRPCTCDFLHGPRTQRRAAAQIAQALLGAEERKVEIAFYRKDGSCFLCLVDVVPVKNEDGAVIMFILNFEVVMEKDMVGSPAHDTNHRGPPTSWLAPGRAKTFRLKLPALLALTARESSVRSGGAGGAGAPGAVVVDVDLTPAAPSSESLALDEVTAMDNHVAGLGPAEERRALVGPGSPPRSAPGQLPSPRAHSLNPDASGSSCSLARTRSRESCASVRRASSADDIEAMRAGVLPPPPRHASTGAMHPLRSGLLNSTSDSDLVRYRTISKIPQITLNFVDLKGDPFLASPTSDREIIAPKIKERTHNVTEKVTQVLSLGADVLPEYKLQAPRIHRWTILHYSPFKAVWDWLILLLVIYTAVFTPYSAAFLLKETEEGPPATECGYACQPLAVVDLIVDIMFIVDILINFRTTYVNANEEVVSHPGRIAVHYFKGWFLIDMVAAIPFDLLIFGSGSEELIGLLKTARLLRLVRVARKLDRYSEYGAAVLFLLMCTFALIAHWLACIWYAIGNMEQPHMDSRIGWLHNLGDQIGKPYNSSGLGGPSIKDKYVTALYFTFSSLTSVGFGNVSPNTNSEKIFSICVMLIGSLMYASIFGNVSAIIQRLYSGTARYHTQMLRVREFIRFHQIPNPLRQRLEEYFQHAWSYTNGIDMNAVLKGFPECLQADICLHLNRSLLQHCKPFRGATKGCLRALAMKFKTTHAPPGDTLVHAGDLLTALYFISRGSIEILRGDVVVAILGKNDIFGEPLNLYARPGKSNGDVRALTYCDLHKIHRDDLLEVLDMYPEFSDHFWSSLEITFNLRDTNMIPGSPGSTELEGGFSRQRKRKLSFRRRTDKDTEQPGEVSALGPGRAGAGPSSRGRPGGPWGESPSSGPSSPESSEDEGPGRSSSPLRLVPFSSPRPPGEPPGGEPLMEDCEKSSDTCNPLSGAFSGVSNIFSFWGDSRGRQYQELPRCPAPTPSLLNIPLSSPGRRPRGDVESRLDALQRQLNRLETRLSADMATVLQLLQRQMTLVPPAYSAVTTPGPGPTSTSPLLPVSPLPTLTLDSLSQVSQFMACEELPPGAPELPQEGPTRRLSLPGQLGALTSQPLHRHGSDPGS
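U2OS cells transduced with wild-type KCNH2 virus are loaded with FluxOr dye for 45 min, and thallium flux is measured in kinetic reads before and after stimulation buffer. Rate constants are normalized to DMSO controls.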
TCR activator: activates T cell receptor signaling. primary human leukocytes, anti-CD3, IL-2 HTRF, 48 h. Potency, µM (series often up to 9.22 µM), inactives show at the top dose activation of IL-2 secretion, most hits filed as activators. 330,000 tested, under 10 active. AID 504894; active means well fitted activation curve with a large enough effect; further: % of control where 0% means no effect
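48 hr co-incubation of compounds, a-CD3 beads and primary human leukocytes; IL-2 quantified homogeneously by HTRF with anti-IL-2 K and d2 conjugates.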
Giardia killer: Giardia lamblia killing. Giardia lamblia trophozoite viability. activity change, % at 7.66 µM, hits read low. 340,000 compounds, 0.15% hits; in the data active means activity change below about -80%;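 further: parasites exposed to compound for two days anaerobically before the ATP read; on the % scale 0 is the no-effect control and ±100 the full control effect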
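Anaerobic 48 hrs incubation at 37 deg C of 100 trophozoites/well with test compounds; ATPLite 1-Step luminescence, 15-30 min RT, reports cellular ATP as viability.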
* hit, by the source's call; [ ] = another dose, or the depositor's remark. The list is partial; the hit share may differ from the screen's.

| Compound | hERG WT inh | TCR activator | Giardia killer |
| --- | --- | --- | --- |
| COC(C[C@@H]1O[C@@H]1C(=O)[C@H](C)OCc1ccccc1)OC | 0 | 5% | 1 |
| COc1cc(C2(c3ccc(O)c(OC)c3)C(=O)N(C)c3ccc(Br)cc32)ccc1O | 8 | -5% | -23 |
| COc1ccc(-c2noc3c2-c2nc(C(C)C)sc2CC3)cc1 | -7 | 1% | 5 |
| O=C1OCC2=C1C(c1ccc3c(c1)OCO3)c1cc3c(cc1O2)OCO3 (stereo not given) | -4 | 0% | -7 |
| O=C(Cc1ccccc1)NN=Cc1ccccc1 | -13 | 8% | 8 |
| CC(C)(C)OC(=O)N(CCc1ccccc1)Cc1ccccc1OCc1ccc(NC(=O)C2CCC2)cc1 | -3 | -2% | 11 |
| O=S(=O)(O)c1cnccc1Nc1cccc(C(F)(F)F)c1 | 5 | 2% | 18 |
| CC(C)=CCc1cc([C@@H]2CC(=O)c3ccc(O)c(CC=C(C)C)c3O2)ccc1O | -2 | 10% | -13 |
| CC(C)Cn1c(=O)c(C(=O)Nc2ccncc2)c(O)c2ccccc21 | 8 | -2% | -2 |
| CCC1(OC(=O)CN(C)C)C(=O)OCc2c1cc1n(c2=O)Cc2cc3c(N)cccc3nc2-1 (stereo not given) | 10 | -1% | 10 |
| CCN(CC)CCCN1C(=O)C(=O)/C(=C(/O)c2ccc(OC)cc2)C1c1ccco1 (stereo not given) | 2 | -9% | -20 |
| O=S(=O)(Cc1ccc(Cl)cc1Cl)c1ccc(Cl)cc1 | 9 | -1% | 8 |
| Brc1ccc(-c2noc(CCc3ccccc3)n2)cc1 | -2 | -6% | 1 |
| COc1cccc(N2[C@@H](CC(=O)O)c3ccc(/C=C/C(=O)O)cc3S2(=O)=O)c1 | 4 | -92% | -25 |
| CC(=O)c1ccc2c3c(cc(C)c2c1)CCCC3 | -1 | 0% | 10 |
| CN(C)CCNCCCNc1c2ccccc2nc2cccc([N+](=O)[O-])c12 | 5 | 0% | -5 |
| CCC(=O)c1ccc(N2CCOCC2)c(F)c1 | -10 | -2% | -3 |
| Cc1cc(C(C)(C)C)ccc1Oc1cccc2c1S(=O)(=O)N(C1CCCC1)CC(COCc1ccccc1)O2 (stereo not given) | -13 | 2% | -16 |
| Cc1cc(NC(=O)/C(C#N)=C\c2ccc(-c3ccc(SC(F)F)cc3)o2)n(-c2ccccc2)n1 | -3 | -1% | 16 |
| COC(=O)C1(C)CCC(C(=O)Nc2ccccc2)C1(C)C (stereo not given) | -5 | 3% | -6 |
| COc1cc(N2CCC(O)CC2)ccc1Nc1nnc(Cl)c(Nc2ccccc2S(C)(=O)=O)n1 | -26 | 3% | 1 |
| CC(=O)N[C@@H](Cc1c[nH]c2ccccc12)C(=O)OCC(=O)Nc1ccc2c(c1)OCO2 | 2 | 0% | -2 |
| Cc1cccc(C(=O)NC(=S)Nc2c(C)n(C)n(-c3ccccc3)c2=O)c1 | 3 | 0% | -4 |
| CC(NC(=O)COC(=O)CN1C(=O)NC2(CCCC2)C1=O)c1ccc(F)cc1 (stereo not given) | 3 | 6% | -13 |
| COc1cccc(-c2cc(C(=O)Nc3ccccc3)c3ccccc3n2)c1 | 5 | 2% | 17 |
| CC(C)Cn1cnc2c(Sc3c([N+](=O)[O-])ncn3C)nc(N)nc21 | 34 | 0% | -15 |
| COc1ccc(-c2cc(C(F)(F)F)nc(SCCC(=O)N3CCN(C)CC3)n2)cc1 | -4 | -8% | -1 |
| CCn1nnnc1SCC(=O)N1CCc2ccccc21 | -1 | -10% | 0 |
| O=C(CCc1c[nH]c2ccccc12)OCc1cccc(C(F)(F)F)c1 | -11 | -7% | -2 |
| Cc1ccc2c(C)c(C(=O)N3CCN(c4ccncc4)CC3)oc2c1C | -21 | -4% | 14 |
| O=C(Nc1cc(Cl)ccc1N1CCOCC1)c1ccc(N2CCCCC2)c([N+](=O)[O-])c1 | 0 | 2% | 50[activator] |
| COC(=O)[C@@H](Cc1ccccc1)NC(=O)Cn1cc(C)c(=O)[nH]c1=O | -7 | -5% | -27 |
| O/N=C(\Cn1ccnc1)c1ccccc1 | -10 | -1% | 9 |
| CO[C@H]1O[C@H](CBr)[C@@H](OC(=O)c2ccccc2)[C@H](O)[C@H]1O | -31 | -5% | 6 |
| FC(F)(F)c1nnc2ccc(N3CCCCC3)nn12 | -3 | 2% | -28 |
| Cc1ccc(OCc2cc(C(=O)N(C)CCn3ccnc3C)no2)cc1C | 13 | -1% | -26 |
| CCOC(=O)C(C)(C)Oc1cccc2c1S(=O)(=O)c1ccccc1-2 | -3 | 5% | -8 |
| C[C@H]1CN(S(=O)C(C)(C)C)[C@@H](CCO)/C1=C\c1ccccc1 (stereo not given in full) | -2 | 3% | -17 |
| COc1ccccc1C(=O)N1[C@@H](C(C)C)COc2cc(Br)ccc2S1(=O)=O | 3 | -1% | -23 |
| CCSC(=O)N1c2ccc(OC)cc2C=CC1C#N (stereo not given) | -6 | -9% | -1 |

In a second layout: entries from further up
Order of values – hERG WT inh | TCR activator | Giardia killer
- CC(NC(=O)COC(=O)CN1C(=O)NC2(CCCC2)C1=O)c1ccc(F)cc1 (stereo not given)
 : 3 | 6% | -13
- COc1cccc(-c2cc(C(=O)Nc3ccccc3)c3ccccc3n2)c1
 : 5 | 2% | 17
- CC(C)Cn1cnc2c(Sc3c([N+](=O)[O-])ncn3C)nc(N)nc21
 : 34 | 0% | -15
- COc1ccc(-c2cc(C(F)(F)F)nc(SCCC(=O)N3CCN(C)CC3)n2)cc1
 : -4 | -8% | -1
- CCn1nnnc1SCC(=O)N1CCc2ccccc21
 : -1 | -10% | 0
- O=C(CCc1c[nH]c2ccccc12)OCc1cccc(C(F)(F)F)c1
 : -11 | -7% | -2
- Cc1ccc2c(C)c(C(=O)N3CCN(c4ccncc4)CC3)oc2c1C
 : -21 | -4% | 14

Quoted from the listing.
Reading for `O=C(Nc1cc(Cl)ccc1N1CCOCC1)c1ccc(N2CCCCC2)c([N+](=O)[O-])c1` in TCR activator: 2%
Reading for `CO[C@H]1O[C@H](CBr)[C@@H](OC(=O)c2ccccc2)[C@H](O)[C@H]1O` in Giardia killer: 6

(next part)
| Compound | hERG WT inh | TCR activator | Giardia killer |
| --- | --- | --- | --- |
| Cc1cc(C)c(-c2c(O)c3ccccc3n(C)c2=O)c(C)c1 | -2 | 6% | -17 |
| O=C(O)C(CCc1ccccn1)c1ccccc1 (stereo not given) | 0 | 1% | 6 |
| CC1([N+](=O)[O-])COC(c2cccc3ccccc23)OC1 (stereo not given) | -8 | 1% | 3 |
| COC(=O)[C@H](Cc1ccccc1)NCCCn1cnc(C(=O)Nc2ccc(C)c(C)c2)n1 | 3 | 0% | 21 |
| O=C(Nc1nnc(-c2cccs2)o1)c1cccc(F)c1 | -21 | 1% | -26 |
| Cn1c(=O)c2[nH]c(CCCc3ccc([N+](=O)[O-])cc3)nc2n(C)c1=O | 5 | -2% | 26 |
| O=C1OC(Cc2ccccc2)C(c2ccccc2)C1=O (stereo not given) | 17 | 0% | -13 |
| O=C(Nc1cccc(C(=O)N2CCCC2)c1)C1CCCCC1 | 0 | 2% | 0 |
| Clc1cccc(CSc2ncnc3c2ncn3C2CCCCO2)c1 (stereo not given) | -10 | 0% | 12 |
| COc1ccc(C(=O)N2CCN(S(=O)(=O)c3ccc(Cl)cc3)CC2)cc1S(=O)(=O)N1CCOCC1 | 12 | -6% | -12 |
| O=C1NC(=S)NC(=O)C1Nc1ccc(Cl)cc1 | 2 | -8% | 8 |
| Clc1ccc(Cl)c(-c2nn3c(Cn4cnc5ccccc54)nnc3s2)c1 | 1 | 2% | 14 |
| CCCCC(CCc1ccccn1)C(=O)c1ccccc1 (stereo not given) | 2 | 6% | 3 |
| CC(CNC1CCCCC1)OC(=O)c1ccc([N+](=O)[O-])cc1 (stereo not given) | -3 | 3% | -8 |
| Cc1cc(O)c(C(C)C)cc1N=Cc1ccc([N+](=O)[O-])cc1 | -9 | 3% | 2 |
| COc1ccccc1NS(=O)(=O)c1ccc(C(=O)NCC(c2ccccc2OC)N2CCCC2)cc1 (stereo not given) | 8 | -8% | 10 |
| O=C(C1CC(=O)N(c2ccc3c(c2)OCCO3)C1)N1CCN(S(=O)(=O)c2ccccc2F)CC1 (stereo not given) | -1 | -2% | -28 |
| CCC1=C(CC2NCCc3ccccc32)CC2c3cc(OC)c(OC)cc3CCN2C1 (stereo not given) | -7 | -4% | 3 |
| CC(O)CNc1nc(N)[nH]c(=O)c1N=Nc1ccccc1 (stereo not given) | -4 | 9% | -4 |
| CCOc1ccc(N2C(=O)CC(N3CCN(c4ccc(C(=O)c5ccncc5)cc4)CC3)C2=O)cc1 (stereo not given) | -19 | 1% | 29 |

A section taken from the entries so far, as a working copy:
| Compound | hERG WT inh | TCR activator | Giardia killer |
| --- | --- | --- | --- |
| Cc1cc(C)c(-c2c(O)c3ccccc3n(C)c2=O)c(C)c1 | -2 | 6% | -17 |
| O=C(O)C(CCc1ccccn1)c1ccccc1 (stereo not given) | 0 | 1% | 6 |
| CC1([N+](=O)[O-])COC(c2cccc3ccccc23)OC1 (stereo not given) | -8 | 1% | 3 |
| COC(=O)[C@H](Cc1ccccc1)NCCCn1cnc(C(=O)Nc2ccc(C)c(C)c2)n1 | 3 | 0% | 21 |
| O=C(Nc1nnc(-c2cccs2)o1)c1cccc(F)c1 | -21 | 1% | -26 |

Next entries:
| Compound | hERG WT inh | TCR activator | Giardia killer |
| --- | --- | --- | --- |
| NC(=Nc1nc(-c2ccccn2)cc2ccccc12)c1ccccn1 | 5 | -4% | 4 |
| CN1C[C@@H]2[C@@H]3C(=O)N(C)C(=O)[C@@H]3[C@](C)(C1=O)N2C(=O)c1ccc(Cl)c(Cl)c1 | 2 | -5% | -4 |
| CCOCCn1c(CN2CCN(c3ccc(OC)cc3)CC2)nc2c1c(=O)n(C)c(=O)n2C | 8 | -2% | -9 |
| O=C1C=C(c2c(O)ccc3ccccc23)c2ccccc2C1=O | 3 | -4% | -24 |
| CC1(C)OC1(C#N)c1ccccc1 (stereo not given) | 3 | 0% | -16 |
| NS(=O)(=O)c1ccc(CCNC(=O)CCc2ccccc2)cc1 | -3 | -1% | 0 |
| CN(CCc1ccccc1)C(=O)c1ccc(NC(=O)Cc2ccc(NC(=O)C3CCCN(C(=O)C4CC4)C3)cc2)cc1 (stereo not given) | 29 | -34% | -7 |
| O=C(N/N=C\c1ccccn1)c1cccc(C(=O)N/N=C\c2ccccn2)n1 | -1 | -3% | 3 |
| CCN(CC)C(=O)Cn1cc(S(=O)(=O)CC(=O)N2CC(C)OC(C)C2)c2ccccc21 (stereo not given) | -26 | -6% | 8 |
| Cc1ccc2cc(CN(CCCN3CCOCC3)C(c3nnnn3Cc3ccco3)C(C)C)c(=O)[nH]c2c1C (stereo not given) | 54 | 7% | -6 |
| O=C(NNC1CCN(Cc2ccccc2)CC1)c1ccccc1 | -6 | -2% | -12 |
| CCN(CC)C(=O)c1sc2nc(-c3ccccn3)[nH]c(=O)c2c1C | -8 | -14% | 24 |
| O=[N+]([O-])c1ccc(NN=Cc2cccc([N+](=O)[O-])c2)cc1 | 6 | 14% | 7 |
| COc1ccc(OC)c(S(=O)(=O)Nc2cccc3ccccc23)c1 | 4 | 11% | -3 |
| CCOC(=O)CN1C(=O)S/C(=C/c2cc(C)n(C)c2C)C1=O | 8 | 2% | -8 |
| CCc1cc(C(=O)N2CCCc3ccccc32)sc1C | -17 | 2% | -1 |
| COC(=O)C1CC2=C(CCCC2=O)NC1=O (stereo not given) | 6 | 3% | -7 |
| O=C1c2cc(O)c(O)cc2OC(c2ccc(O)c(O)c2)C1O (stereo not given) | -26 | 9% | -17 |
| CCC(C)C1(C2CCCC2)NC(=O)NC1=O (stereo not given) | -1 | -3% | -1 |
| FC(F)(F)c1cc(CCN2CCNC[C@@H]2Cc2ccccc2)cc(C(F)(F)F)c1 | -28 | -2% | 30 |
| Cc1ccc(Sc2ncccc2N)cc1 | 1 | -7% | -17 |
| Cc1c(CCO)c(=O)n2n1CCCC2 | 18 | -7% | 3 |
| COc1cc(N)c2ncccc2c1Cl | 10 | 4% | 10 |

High-throughput results deposited in PubChem BioAssay by National Center for Advancing Translational Sciences (NCATS).
